EPAC2 agonist: activates human EPAC2 exchange factor; Q8WZA2; EPAC2 activation, biochemical qHTS; response scale: 100% = 6.5 mM cAMP response; Potency, µM (top dose mostly 154 µM), for the others: top-dose activation, hits mostly activators; 0.079% of 360,000 active; also: potency is read from the fitted curve at half-maximal effect; nearly all actives have a fitted effect of over 50% in size
Target sequence (Q8WZA2 whole entry, looked up): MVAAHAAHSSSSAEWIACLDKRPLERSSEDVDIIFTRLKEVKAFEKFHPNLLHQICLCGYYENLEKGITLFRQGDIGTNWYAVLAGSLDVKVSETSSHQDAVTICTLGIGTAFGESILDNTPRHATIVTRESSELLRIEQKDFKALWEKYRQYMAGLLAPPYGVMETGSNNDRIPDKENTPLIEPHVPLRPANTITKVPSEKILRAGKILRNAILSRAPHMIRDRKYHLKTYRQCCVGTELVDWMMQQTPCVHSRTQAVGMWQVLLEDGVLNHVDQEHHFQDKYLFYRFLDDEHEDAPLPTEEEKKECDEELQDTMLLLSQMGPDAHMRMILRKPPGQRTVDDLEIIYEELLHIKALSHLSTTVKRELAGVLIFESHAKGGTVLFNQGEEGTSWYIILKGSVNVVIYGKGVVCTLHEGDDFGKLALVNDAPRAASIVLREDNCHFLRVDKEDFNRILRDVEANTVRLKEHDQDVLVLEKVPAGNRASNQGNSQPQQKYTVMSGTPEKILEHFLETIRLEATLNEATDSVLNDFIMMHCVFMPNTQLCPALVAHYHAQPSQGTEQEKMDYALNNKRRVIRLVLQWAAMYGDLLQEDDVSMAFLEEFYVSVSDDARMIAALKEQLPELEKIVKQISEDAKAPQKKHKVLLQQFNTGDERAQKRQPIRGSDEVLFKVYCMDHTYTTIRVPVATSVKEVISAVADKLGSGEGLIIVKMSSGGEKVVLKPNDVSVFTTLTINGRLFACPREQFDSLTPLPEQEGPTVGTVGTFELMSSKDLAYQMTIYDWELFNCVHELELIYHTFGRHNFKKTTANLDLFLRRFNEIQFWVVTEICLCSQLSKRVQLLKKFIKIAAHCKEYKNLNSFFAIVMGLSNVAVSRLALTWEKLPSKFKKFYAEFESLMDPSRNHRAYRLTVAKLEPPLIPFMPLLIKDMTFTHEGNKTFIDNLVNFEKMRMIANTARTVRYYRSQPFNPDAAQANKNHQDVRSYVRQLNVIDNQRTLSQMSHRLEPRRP
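Fluorescence exchange assay: 100 nM EPAC2 with 250 nM RAP1B-BODIPY-GDP and 50 uM GDP; compounds tested as a concentration-titration series (qHTS). Loss of Rap1-bound BODIPY-GDP fluorescence read at 480/540 nm; data normalized to 6.5 mM cAMP.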
Nrf2 ARE act: activates Nrf2 signaling; AREc32 ARE-luciferase reporter (MCF7-derived line), luminescence, 24 h; Potency, µM (titrated, usually from 46.1 µM), without a hit: top-dose activation, actives largely listed as activators; 0.31% of 410,000 active; also: potency is read from the fitted curve at half-maximal effect; % of control where 0% means no effect; nearly all actives have a fitted effect of over 65% in size
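Nrf2 activation is followed as ARE-luciferase induction in the AREc32 line after one day of compound treatment; luminescence is read with Steady-Glo.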
HepG2 viability: kills HepG2 cells in TGF-b inhibitor counter-screen. HepG2 CAGA-GFP viability, ATP luminescence, 18 h. Potency, µM (doses to about 46.1 µM), without a hit: at the top dose activity change, negative = cytotoxicity, actives largely listed as cytotoxic. 0.76% of 410,000 active; also: potency is read from the fitted curve at half-maximal effect; some results filed as inactive show a strong effect at the top dose
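CellTiter-Glo luminescence gave cytotoxicity after 18 hours at 37 degrees C. The cells were HepG2 CAGA-GFP in 1% FBS DMEM, stimulated with 500 pg/mL TGF-beta after compound addition. %Activity was normalised to no-cell wells (complete cell-killing) and DMSO (no toxicity), and curves were fitted and classified.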
A549 tox: kills or reduces viability of A549 cells in Nrf2 counter-screen; A549 ARE-Fluc cells, CellTiter-Fluor viability, 18-24 h; Potency, µM (highest dose often 46 µM), for the others: top-dose activity change, negative = cytotoxicity, most hits filed as inhibitors; 0.16% of 390,000 active; also: potency is read from the fitted curve at half-maximal effect; % is scaled to controls: 0 for no effect and ±100 for the full control effect
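Cytotoxicity counterscreen: CellTiter-Fluor fluorescence was measured in A549 ARE_Fluc cells after 18-24 h of compound exposure in a concentration series. The subsequent BugLite luminescent read reports ARE-luciferase activity.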
Nrf2 inh: Nrf2 pathway inhibition; A549 ARE-Fluc reporter, luciferase luminescence, 18-24 h; Potency, µM (highest dose often 46 µM), for inactives: at the top dose activity change, negative = inhibition, actives largely listed as inhibitors; 2.1% of 360,000 active; AID 504444; also: potency is read from the fitted curve at half-maximal effect; % is scaled to controls: 0 for no effect and ±100 for the full control effect; nearly all actives have a fitted effect of over 60% in size
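A549 ARE_Fluc cells, 5000/well, 5% FBS OPTI-MEM; compounds in dose-response, 18-24 h at 37 °C/5% CO2; CellTiter-Fluor viability read (Ex 405/Em 525), then BugLite luciferase luminescence = Nrf2 activity.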
IL-2 act: IL-2 activation. IL-2 activation reporter assay, cell-based qHTS; stimulated with anti-CD3/CD4/CD28 beads; in transgenic mouse T cells. 0.065% of 360,000 active. activation, % (series mostly up to about 46 µM); in the data active = activation above about 50%; inconclusive = mostly about 30% to 49%; also: 0% is about no effect
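Using fluorescent plate cytometry, EGFP and DsRed are detected in transgenic mouse T cells stimulated 18 h at 37 degrees C with antibody-coated beads after 60 min compound pretreatment.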
ATXN viability: viability counter-screen for ATXN expression inhibitors; S2 cells (HEK-293 line with an ATXN2-luciferase reporter) viability, CellTiter-Fluor protease fluorescence, 24 h; Potency, µM (series often up to 56.7 µM), usual class: cytotoxic; 0.49% of 400,000 active; AID 651635; also: potency is read from the fitted curve at half-maximal effect; nearly all actives have a fitted effect of over 40% in size
ATXN2 expr inh: reduces ATXN2 reporter expression in HEK-293 cells; HEK-293 ATXN2-luciferase reporter, luminescence, 24 h; Potency, µM (highest dose often 57 µM), inactives show top-dose activity change, negative = inhibition, actives largely listed as inhibitors; 0.72% of 360,000 active; also: potency is read from the fitted curve at half-maximal effect; % is scaled to controls: 0 for no effect and ±100 for the full control effect; nearly all actives have a fitted effect of over 55% in size
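qHTS (up to 57 uM final) was run with 24 h compound exposure of reporter cells at 37 °C. Each well was multiplexed: SteadyGlo luminescence measured ATXN2-luciferase expression after a fluorogenic Gly-Phe-AFC viability readout (25 uM final).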
TGFb inhibitor: blocks TGF-b signaling | HepG2 CAGA-GFP TGF-b/SMAD3 reporter, GFP fluorescence, 18 h; TGF-beta stimulated, 500 pg/mL final | Potency, µM (titrated, usually from 46.1 µM), inactives show top-dose activity, negative = inhibition, hits mostly inhibitors | 1.2% of 410,000 active | AID 588855; also: potency is read from the fitted curve at half-maximal effect; % is scaled to controls: 0 for no effect and ±100 for the full control effect; nearly all actives have a fitted effect of over 65% in size
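TGF-beta reporter screen: HEPG2 CAGA-GFP, 1% FBS, 500 pg/mL TGF-beta final, 18 h; per-cell GFP summed per well; curves fitted and categorized by class.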
* = called active by the depositor. Unless noted, calls follow the shape of the dose curve; as a rule, active = well fitted curve in the direction sought with a large enough effect; inconclusive = small, poorly fitted or top-dose-only effect, or another doubt; inactive = no such curve, though single readings can be large; an effect the other way counts as inactive or inconclusive.

How did CN(CCOc1ccc(Cl)cc1)Cc1cccc(S(=O)(=O)N(C)C)c1 do in these assays?
EPAC2 agonist: 28.3%; Nrf2 ARE act: 2.9%; HepG2 viability: -36.5%; A549 tox: 2.1%; Nrf2 inh: inconclusive; IL-2 act: -3.8; ATXN viability: inactive; ATXN2 expr inh: -36.6%; TGFb inhibitor: -24.7%

How did COc1cc(C(=O)NCc2cn3ccccc3n2)cc(OC)c1OC do in these assays?
EPAC2 agonist: 7.8%; Nrf2 ARE act: -0.8%; HepG2 viability: -3.9%; A549 tox: -4.9%; Nrf2 inh: -3.1%; IL-2 act: -1.0; ATXN viability: inactive; ATXN2 expr inh: -6.0%; TGFb inhibitor: -1.2%

Results for CCOC(=O)N1CCC(N2CCCC(CO)(Cc3cccc(Cl)c3)C2)CC1 (configuration not stated) ?
EPAC2 agonist: -0.6%; Nrf2 ARE act: -0.7%; HepG2 viability: -16.9%; A549 tox: -3.5%; Nrf2 inh: 5.9%; IL-2 act: 0.7; ATXN viability: inactive; ATXN2 expr inh: -22.8%; TGFb inhibitor: 4.1%

How did CCCC(=O)Nc1sc(C)c(C)c1C#N do in these assays?
EPAC2 agonist: 2.5%; Nrf2 ARE act: inconclusive; HepG2 viability: -36.6%; A549 tox: 1.9%; Nrf2 inh: 8.7%; IL-2 act: -0.7; ATXN viability: inactive; ATXN2 expr inh: 3.6%; TGFb inhibitor: -3.3%

How did Cc1noc(C)c1COc1ccccc1C(=O)N(C)CC(=O)Nc1ccc(F)cc1 do in these assays?
EPAC2 agonist: -9.4%; Nrf2 ARE act: -0.6%; HepG2 viability: -13.0%; A549 tox: -1.5%; Nrf2 inh: -6.7%; IL-2 act: 1.1; ATXN viability: inactive; ATXN2 expr inh: 7.5%; TGFb inhibitor: 14.7%

Results for O=C(NCc1ccc2c(c1)OCO2)C1CC(=O)N(C2CCCCCC2)C1 (configuration not stated) ?
EPAC2 agonist: 11.7%; Nrf2 ARE act: 0.2%; HepG2 viability: 4.2%; A549 tox: -4.5%; Nrf2 inh: 6.7%; IL-2 act: 2.3; ATXN viability: inactive; ATXN2 expr inh: 8.0%; TGFb inhibitor: -17.1%

Results for Cc1cccc(NC(=O)c2cc(=O)[nH]c3ccccc23)c1 ?
EPAC2 agonist: 4.7%; Nrf2 ARE act: 1.4%; HepG2 viability: -18.4%; A549 tox: 1.0%; Nrf2 inh: 1.9%; IL-2 act: -1.1; ATXN viability: inactive; TGFb inhibitor: 9.4%

Results for CCOC(=O)c1oc2ccc(S(=O)(=O)N3CCOCC3)cc2c1C ?
EPAC2 agonist: 16.6%; Nrf2 ARE act: 0.4%; HepG2 viability: -44.4%; A549 tox: 7.5%; IL-2 act: -1.2; ATXN viability: inactive; ATXN2 expr inh: -1.2%; TGFb inhibitor: -1.4%

Results for CC(=O)Nc1nonc1-c1nnc(SCc2ccc(C)cc2)n1C ?
Nrf2 ARE act: 4.2%; HepG2 viability: -4.1%; A549 tox: 4.8%; Nrf2 inh: inconclusive; ATXN viability: inactive; ATXN2 expr inh: 10.4%; TGFb inhibitor: -2.8%

Results for O=C(CNS(=O)(=O)c1c(Cl)cccc1Cl)OCC(=O)c1ccc[nH]1 ?
EPAC2 agonist: 20.8%; Nrf2 ARE act: 0.0%; HepG2 viability: -25.1%; A549 tox: inconclusive; Nrf2 inh: -29.2%; IL-2 act: -0.2; ATXN viability: inactive; TGFb inhibitor: -17.6%

How did CC1CC(C)CN(C(=O)CSc2nnc(-c3ccc(F)cc3)o2)C1 (configuration not stated) do in these assays?
EPAC2 agonist: 4.5%; Nrf2 ARE act: -0.6%; HepG2 viability: 3.7%; A549 tox: 0.0%; Nrf2 inh: -8.2%; IL-2 act: -4.3; ATXN viability: inactive; ATXN2 expr inh: -13.3%; TGFb inhibitor: 3.8%

What do the screens show for `CCc1ccc(Oc2c(C(F)(F)F)oc3c(CN4CCN(C)CC4)c(O)ccc3c2=O)cc1`?
Nrf2 ARE act: 0.1%; HepG2 viability: -46.6%; A549 tox: -8.8%; Nrf2 inh: 4.0%; ATXN viability: inactive; ATXN2 expr inh: -7.9%; TGFb inhibitor: -1.8%

How did CCOC(=O)c1cc(C#N)c(SC(C)C(=O)NC2CCCCC2)nc1C (configuration not stated) do in these assays?
EPAC2 agonist: 0.6%; Nrf2 ARE act: -0.9%; HepG2 viability: -3.6%; A549 tox: -2.4%; Nrf2 inh: 10.1%; IL-2 act: -0.2; ATXN viability: inactive; TGFb inhibitor: 10.3%

Results for Nc1nnc(SCC(=O)NC23CC4CC(CC(C4)C2)C3)s1 ?
EPAC2 agonist: 3.0%; Nrf2 ARE act: -0.3%; HepG2 viability: -5.9%; A549 tox: -0.2%; Nrf2 inh: 6.6%; IL-2 act: -0.8; TGFb inhibitor: -2.6%

Results for CCc1ccc(/C(C)=N/NS(=O)(=O)c2ccc(OC)cc2)s1 ?
EPAC2 agonist: 1.6%; Nrf2 ARE act: -0.2%; HepG2 viability: 2.2%; A549 tox: -1.9%; Nrf2 inh: -36.1%; IL-2 act: 2.6; ATXN viability: inactive; ATXN2 expr inh: 18.5%; TGFb inhibitor: 0.3%

How did COc1cc(C)ccc1OCc1cc(C(=O)NC(c2ccccn2)C(F)(F)F)no1 (configuration not stated) do in these assays?
EPAC2 agonist: 7.1%; Nrf2 ARE act: 13.0%; HepG2 viability: -30.6%; IL-2 act: -3.1; ATXN viability: inactive; TGFb inhibitor: 1.6%

Results for COc1ccc2[nH]c(=O)c(CN(C(=O)c3ccccn3)c3ccccc3)cc2c1 ?
EPAC2 agonist: 6.2%; Nrf2 ARE act: -0.3%; HepG2 viability: -4.0%; A549 tox: 1.7%; IL-2 act: -0.2; ATXN viability: inactive; ATXN2 expr inh: 13.9%; TGFb inhibitor: 14.1%

What do the screens show for `CC1(CC(=O)NNC(=O)Nc2ccccc2)OCCCO1`?
EPAC2 agonist: 2.4%; Nrf2 ARE act: 0.4%; HepG2 viability: -8.1%; A549 tox: 4.6%; Nrf2 inh: 4.8%; IL-2 act: 1.3; ATXN viability: inactive; ATXN2 expr inh: -9.1%; TGFb inhibitor: -6.2%

How did CCCc1cc(C(N)=O)c(NC(=O)c2cc(C)on2)s1 do in these assays?
EPAC2 agonist: -2.6%; Nrf2 ARE act: 3.0%; HepG2 viability: -15.1%; A549 tox: -10.3%; IL-2 act: -0.6; ATXN viability: inactive; ATXN2 expr inh: 22.8%; TGFb inhibitor: -2.3%

Results for CCN1CCN(C(=O)C2CCC(=O)N(Cc3cccc(C(F)(F)F)c3)C2)CC1 (configuration not stated) ?
EPAC2 agonist: -3.1%; Nrf2 ARE act: -0.5%; HepG2 viability: -12.9%; A549 tox: 2.7%; Nrf2 inh: 8.8%; IL-2 act: 0.9; ATXN viability: inactive; ATXN2 expr inh: 5.0%; TGFb inhibitor: -0.1%

Results for NC(=O)c1ccccc1NC(=O)CN1CCCCCC1 ?
EPAC2 agonist: 8.8%; Nrf2 ARE act: -0.2%; HepG2 viability: 8.8%; A549 tox: 0.0%; Nrf2 inh: 5.1%; IL-2 act: -0.5; ATXN viability: inactive; ATXN2 expr inh: -30.2%; TGFb inhibitor: -6.2%

Results for C=CCN1C(=O)/C(=C2/Sc3ccccc3N2C)SC1=Nc1c(C)n[nH]c1C ?
EPAC2 agonist: -2.6%; Nrf2 ARE act: 6.0%; HepG2 viability: -6.0%; A549 tox: -15.5%; Nrf2 inh: -6.1%; IL-2 act: -0.3; ATXN viability: inactive; ATXN2 expr inh: -3.0%; TGFb inhibitor: -18.8%

What do the screens show for `Cc1ccc(C)c(NC(=O)CSc2nnc(C)n3c2cc2occc23)c1`?
Nrf2 ARE act: -0.3%; HepG2 viability: 6.2%; A549 tox: -0.2%; Nrf2 inh: inconclusive; TGFb inhibitor: inconclusive

What do the screens show for `C=CCOc1c(CNc2ccc3[nH]c(=O)[nH]c3c2)cccc1OC`?
EPAC2 agonist: 5.3%; Nrf2 ARE act: 3.2%; HepG2 viability: -1.2%; A549 tox: -1.7%; Nrf2 inh: -9.4%; IL-2 act: -3.1; ATXN viability: inactive; ATXN2 expr inh: -8.0%; TGFb inhibitor: -15.4%

Results for CCOc1ccccc1NC(=O)c1cc(-c2ccncc2)nc2c(Cl)cccc12 ?
EPAC2 agonist: -5.4%; Nrf2 ARE act: 17.2%; HepG2 viability: -14.8%; A549 tox: -1.1%; Nrf2 inh: 19.0%; IL-2 act: -3.7; ATXN viability: inactive; ATXN2 expr inh: -28.0%; TGFb inhibitor: 3.4%

How did CCOC(=O)Cn1c(=O)c2c(nc(N3CCOCC3)n2C)n(C)c1=O do in these assays?
EPAC2 agonist: 5.8%; Nrf2 ARE act: 0.3%; HepG2 viability: 6.5%; A549 tox: 1.5%; Nrf2 inh: -6.9%; IL-2 act: -2.2; ATXN viability: inactive; ATXN2 expr inh: -0.5%; TGFb inhibitor: 0.2%

Results for COc1ccccc1OCc1n[nH]c(=S)n1Cc1ccccc1 ?
EPAC2 agonist: -3.5%; Nrf2 ARE act: -0.7%; HepG2 viability: -13.6%; A549 tox: -1.5%; Nrf2 inh: -24.3%; IL-2 act: -0.3; ATXN viability: inactive; ATXN2 expr inh: -4.4%; TGFb inhibitor: 9.6%

How did NC(=O)CC(NC(=O)Cc1cccc2ccccc12)c1ccc(NC2CCCCCC2)c([N+](=O)[O-])c1 (configuration not stated) do in these assays?
EPAC2 agonist: -5.9%; Nrf2 ARE act: 0.2%; HepG2 viability: -34.3%; A549 tox: inconclusive; Nrf2 inh: -13.9%; IL-2 act: -2.1; ATXN viability: inconclusive; ATXN2 expr inh: inconclusive; TGFb inhibitor: -0.6%

Screening results as filed in PubChem.
